Compound activity: PubChem, several laboratories
OXTR potentiate: potentiates the human oxytocin receptor response; P30559; CHO-OTR cells, Fluo-8 calcium fluorescence, potentiator mode; 0% = oxytocin EC15, 100% = EC100; activation, % at 3 µM; actives 0.061% (n = 320,000); AID 2445;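 active = activation above that plate's cutoff, the mean activation of tested compounds plus 3 SD, cut at about 6.6% in these data, passing the limit was not always enough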;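 also: 100% uses oxytocin at 75 nM as the full agonist control; some results filed as inactive read as strong as hits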
Target sequence (P30559 whole entry, looked up): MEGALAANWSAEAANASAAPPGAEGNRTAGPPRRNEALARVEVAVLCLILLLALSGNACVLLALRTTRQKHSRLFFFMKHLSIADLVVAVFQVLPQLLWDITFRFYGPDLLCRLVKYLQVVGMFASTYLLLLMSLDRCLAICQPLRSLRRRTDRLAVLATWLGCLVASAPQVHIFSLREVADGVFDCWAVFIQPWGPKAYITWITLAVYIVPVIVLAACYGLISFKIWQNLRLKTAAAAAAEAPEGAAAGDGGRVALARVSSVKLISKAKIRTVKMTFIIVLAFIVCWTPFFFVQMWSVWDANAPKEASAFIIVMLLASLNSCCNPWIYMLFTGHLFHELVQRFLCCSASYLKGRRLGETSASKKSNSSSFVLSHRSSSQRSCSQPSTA
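Assay system: CHO cell line stably expressing human OTR | Also added: Oxytocin at about EC15, sub-maximal agonist stimulus | Times: Compound 6 min at room temperature before oxytocin, 100 s read | Measured by: Fluo-8 intracellular calcium fluorescence, ex 470-495, em 515-575 nm | Controls: EC15 oxytocin alone as 0%, 75 nM oxytocin as 100%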
NALP1 yeast inh: blocks the NALP1 inflammasome reconstituted in yeast; AID 2071; actives 0.61% (n = 280,000); inhibition, % at 10 µM; S. cerevisiae NALP1/ASC/caspase-1 growth, X-gal OD620, 72 h; in the data active = inhibition mostly above about 24%, no sharp cut-off; inactive = mostly below about 32%; also: some compounds called inactive have numbers as strong as hits
V1aR counter: counter-screen for oxytocin receptor agonists: human V1a receptor agonists; actives 0.25% (n = 320,000); P37288; CHO-V1R cells, Fluo-8 calcium fluorescence, agonist mode; 0% DMSO, 100% 3 nM vasopressin; activation, % at 3 µM;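 active = activation above the mean activation of all tested compounds plus 3 SD, per screening run, cut at about 20% in these data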;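 also: signal is peak over basal fluorescence ratio across a 100 second FLIPR read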
Target sequence (P37288 whole entry, looked up): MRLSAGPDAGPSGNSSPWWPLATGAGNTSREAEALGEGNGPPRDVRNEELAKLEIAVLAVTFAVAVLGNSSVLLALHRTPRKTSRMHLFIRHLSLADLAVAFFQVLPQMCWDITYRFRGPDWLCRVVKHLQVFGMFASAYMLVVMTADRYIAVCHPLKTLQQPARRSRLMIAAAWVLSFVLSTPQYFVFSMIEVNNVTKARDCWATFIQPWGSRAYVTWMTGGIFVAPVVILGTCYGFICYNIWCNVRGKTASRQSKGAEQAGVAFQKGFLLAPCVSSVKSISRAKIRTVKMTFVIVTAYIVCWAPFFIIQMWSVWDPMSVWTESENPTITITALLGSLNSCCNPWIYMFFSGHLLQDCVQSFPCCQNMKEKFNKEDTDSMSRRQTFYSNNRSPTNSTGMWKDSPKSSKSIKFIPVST
GPR7 antag: human neuropeptides B/W receptor 1 antagonism; P48145; GPR7-expressing cells, fluorescence antagonist assay; inhibition, % at 4.4 µM; actives 1.1% (n = 290,000); AID 1861; in the data active = inhibition above about 16%, passing the limit was not always enough;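 also: cells stimulated with the agonist NPW; 0% = agonist with vehicle and 100% = vehicle without agonist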
OXTR agonist: human OXTR agonism. CHO-OTR cells, Fluo-8 calcium fluorescence; normalized: DMSO 0%, oxytocin 100%. activation, % at 3 µM. P30559. actives 0.32% (n = 320,000);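 active = activation above the mean of all tested compounds plus 3 SD, cutoff set per screening run, cut at about 20% in these data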;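 also: peak over basal fluorescence ratio from a 100 s FLIPR kinetic read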
PfM18AAP inh: PfM18AAP enzyme inhibition. recombinant PfM18AAP, H-Glu-NHMec fluorogenic cleavage. inhibition, % at 7.35 µM. actives 1.2% (n = 290,000);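 active = inhibition above the campaign mean inhibition over all tested compounds plus 3 SD, cut at about 28% in these data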;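 also: 0% = plate median of test compound wells and 100% = 2 mM ZnCl2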
GalR3 antag: antagonists of human GalR3. AID 651719. inhibition, % at 3 µM. O60755. actives 0.44% (n = 360,000). HEK293 GalR3-CNG cAMP membrane potential fluorescence; galR3 body fused to GalR1 C-terminus;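 active = inhibition above the screen-wide average plus 3 SD, cut at about 13% in these data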;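 also: forskolin and galanin both at EC90 stimulate the cells; cAMP rise reported by CNG channel membrane potential dye signal; 0% = forskolin plus galanin with DMSO and 100% = forskolin alone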
Target sequence (O60755 1-299 limits assumed): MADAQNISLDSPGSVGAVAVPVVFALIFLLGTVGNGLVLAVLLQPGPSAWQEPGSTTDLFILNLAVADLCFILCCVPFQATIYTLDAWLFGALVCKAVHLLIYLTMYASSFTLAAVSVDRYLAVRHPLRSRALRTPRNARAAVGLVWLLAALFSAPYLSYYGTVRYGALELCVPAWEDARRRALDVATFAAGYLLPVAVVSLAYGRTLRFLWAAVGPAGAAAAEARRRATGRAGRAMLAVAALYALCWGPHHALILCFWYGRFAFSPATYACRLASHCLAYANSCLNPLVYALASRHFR
MEKK2 mut-MEK5: signal of MEK5 binding to mutant human MEKK2 PB1 domain; bead flow cytometry, Alexa488-MEK5 binding to MEKK2 mutant; percent response, % at 10 µM; actives 0.35% (n = 290,000); AID 1530; in the data active = percent response above about 24%, passing the limit was not always enough; also: inactives centre near 1; some results filed as inactive read as strong as hits
MEKK2 WT-MEK5: raises or lowers MEK5 binding to wildtype human MEKK2 PB1 domain | Q9Y2U5 | bead flow cytometry, Alexa488-MEK5 binding to MEKK2 WT; actives lie on both sides | binding response (% of control), % at 10 µM | actives 1.1% (n = 290,000) | AID 1531; in the data active = binding response below about 67% or above about 130%
Starred values were filed as active, the others as inactive; . = no result given.

SMILES | OXTR potentiate | NALP1 yeast inh | V1aR counter | GPR7 antag | OXTR agonist | PfM18AAP inh | GalR3 antag | MEKK2 mut-MEK5 | MEKK2 WT-MEK5
COc1ccc([N+](=O)[O-])cc1CSc1ccccn1 | -0.1 | 0.5 | -0.7 | -2.8 | -2.5 | 2.3 | -3.7 | 4.0 | 104.0
C=C(C)CSc1nc(N)c2c(C)c(C)sc2n1 | -2.0 | 4.8 | -0.6 | -7.1 | -2.0 | 1.1 | -8.1 | 8.0 | 115.0
CC(CNS(=O)(=O)c1ccccc1)(c1ccccc1)N1CCCCC1 (stereo not drawn) | 0.1 | 15.6 | -1.3 | -11.9 | 0.2 | -4.7 | -1.7 | -14.0 | 91.0
Cc1ccccc1NC(=O)CNc1ccccc1C(=O)NCc1ccco1 | -4.6 | -9.6 | -0.5 | -4.2 | -0.8 | 4.7 | 0.3 | -2.0 | 98.0
Cn1c(C(=O)OCC(=O)NCc2ccco2)cc2sccc21 | -6.1 | -7.3 | -0.5 | -4.7 | -0.7 | 1.0 | -2.2 | 4.0 | 107.0
Nc1nonc1C(=O)NCCNS(=O)(=O)c1ccc(F)cc1 | -3.0 | 29.0 | 0.1 | -12.1 | 0.6 | -8.1 | -3.9 | -3.0 | 98.0
O=C(CN1CCN(Cc2ccccc2F)C1=O)NCCc1ccc(Cl)cc1 | -2.0 | -8.7 | 0.6 | -10.2 | 0.2 | 2.8 | 2.1 | -1.0 | 104.0
COc1ccc(-n2c(N)c(C(=O)NCc3ccco3)c3nc4ccccc4nc32)c(OC)c1 | -6.6 | 7.2 | 0.7 | 8.8 | 1.0 | 18.4 | -3.0 | 4.0 | 99.0
O=C(Nc1ccccc1)Nc1ccc(C(=O)N2CCCC2)cc1 | -12.2 | 12.9 | -1.0 | -11.7 | -2.1 | 5.4 | -0.9 | 4.0 | 103.0
COc1ccc(CCNC(=O)c2cc(-c3cc(C)ccc3O)n[nH]2)cc1OC | -6.3 | 9.9 | 1.5 | -3.8 | 0.9 | 7.4 | -1.7 | 0.0 | 98.0
O=C(C=C1CCN(c2ncc(C(F)(F)F)cc2Cl)CC1)NNC(=O)Nc1ccc(Cl)cc1 | -0.9 | 8.2 | -0.8 | -0.3 | 0.8 | -11.8 | -4.0 | -3.0 | 102.0
O=[N+]([O-])c1ccc(NCCNS(=O)(=O)c2ccccc2)c(C(F)(F)F)c1 | -13.9 | -30.0 | 2.6 | 5.8 | 0.8 | 0.6 | -4.6 | -4.0 | 95.0
C=C(C)c1cccc(C(C)(C)NC(=O)Nc2ncccn2)c1 | -4.8 | 22.8 | 4.5 | -5.7 | 3.5 | -3.3 | 1.8 | 5.0 | 102.0
CCN(C(=O)COC(=O)c1ccc2c(c1)OCO2)c1ccccc1 | 2.1 | . | -0.1 | . | -1.4 | . | -2.3 | . | .
COc1ccc(Cc2nnc(SCC(=O)NC3CCCCC3)n2C)cc1 | -5.8 | -0.9 | 0.0 | -10.9 | -0.2 | 2.5 | -0.8 | . | .
O=C(c1cc(Cl)cc(Cl)c1)N1CCN(c2cc(C(F)(F)F)nc3ccccc23)CC1 | -0.8 | -3.8 | 0.2 | 10.1 | -1.8 | 0.3 | -0.8 | -4.0 | 90.0
CCc1ccc2[nH]cc(S(=O)(=O)c3ccc(C)c(C)c3)c(=O)c2c1 | 7.6 | 8.5 | 0.8 | -15.4 | -1.7 | 5.0 | -12.5 | 3.0 | 101.0
O=C(Nc1ccccc1N1CCOCC1)c1ccccc1[N+](=O)[O-] | 0.6 | -3.8 | 0.4 | 2.9 | 1.5 | -16.0 | -4.2 | -1.0 | 102.0
O=C(c1cccc([N+](=O)[O-])c1)N1CCCC(C(=O)N2CCN(c3ccccc3)CC2)C1 (stereo not drawn) | -1.1 | 4.7 | -0.3 | -6.1 | 3.1 | 4.8 | 0.6 | 8.0 | 107.0
COc1ccc(C(CNC(=O)c2ccc(S(=O)(=O)N3CC(C)CC(C)C3)cc2)N(C)C)cc1 (stereo not drawn) | -10.6 | . | 3.7 | . | 9.6 | . | -6.1 | . | .
CN(Cc1nc(Cc2ccccc2F)no1)Cc1cccc2ncccc12 | -11.4 | 3.8 | 7.2 | -9.4 | 4.4 | 9.7 | -6.3 | -7.0 | 101.0
CC(=O)Nc1ccc(S(=O)(=O)Nc2cc(Cl)ccc2N2CCOCC2)cc1 | -8.3 | . | 4.3 | . | 6.9 | . | -6.8 | . | .
C/C=C(\C)C(=O)OC(C)(C)[C@H]1Cc2cc3ccc(=O)oc3cc2O1 | -18.4 | 1.5 | -0.9 | 30.0 | -1.8 | -0.4 | -11.8 | 0.0 | 95.0
CCN(CC)C(=O)CC(c1cc(OC)c(OC)c(OC)c1)c1c(O)cc(OC)cc1OC (stereo not drawn) | -6.0 | -43.4 | 0.1 | . | 0.3 | . | -4.7 | 1.0 | 102.0
Cc1ccc2c(c1)C1(OCCCO1)C(=O)N2CC(=O)NN | -0.4 | . | -0.4 | . | 0.5 | . | -1.4 | . | .

Entries listed so far containing a nitro group on carbon, in the order listed:
SMILES | OXTR potentiate | NALP1 yeast inh | V1aR counter | GPR7 antag | OXTR agonist | PfM18AAP inh | GalR3 antag | MEKK2 mut-MEK5 | MEKK2 WT-MEK5
COc1ccc([N+](=O)[O-])cc1CSc1ccccn1 | -0.1 | 0.5 | -0.7 | -2.8 | -2.5 | 2.3 | -3.7 | 4.0 | 104.0
O=[N+]([O-])c1ccc(NCCNS(=O)(=O)c2ccccc2)c(C(F)(F)F)c1 | -13.9 | -30.0 | 2.6 | 5.8 | 0.8 | 0.6 | -4.6 | -4.0 | 95.0
O=C(Nc1ccccc1N1CCOCC1)c1ccccc1[N+](=O)[O-] | 0.6 | -3.8 | 0.4 | 2.9 | 1.5 | -16.0 | -4.2 | -1.0 | 102.0
O=C(c1cccc([N+](=O)[O-])c1)N1CCCC(C(=O)N2CCN(c3ccccc3)CC2)C1 (stereo not drawn) | -1.1 | 4.7 | -0.3 | -6.1 | 3.1 | 4.8 | 0.6 | 8.0 | 107.0

(listing goes on)
SMILES | OXTR potentiate | NALP1 yeast inh | V1aR counter | GPR7 antag | OXTR agonist | PfM18AAP inh | GalR3 antag | MEKK2 mut-MEK5 | MEKK2 WT-MEK5
OC(CN1CCNCC1)Cn1c2ccccc2c2ccccc21 (stereo not drawn) | -11.0 | 14.2 | 1.0 | 11.7 | 2.7 | -0.5 | -12.7 | 18.0 | 127.0
CC(C)(C)C(=O)N1CCN(S(=O)(=O)c2ccc3c(c2)OCCCO3)CC1 | -15.0 | . | 5.6 | . | 6.0 | . | -2.7 | . | .
Cc1ccc(N(CC(N)=O)C2SC(=O)N(C)C2=O)cc1 (stereo not drawn) | -8.9 | -4.1 | -0.6 | -1.2 | -1.2 | -3.8 | -3.8 | 5.0 | 125.0
CC(C)(C)c1ccc(CN(Cc2ccco2)Cc2nnnn2C2CCCC2)cc1 | -5.5 | 4.4 | -0.1 | 5.6 | 1.0 | -9.6 | -5.1 | -3.0 | 93.0
CCn1c(SCCC(C)C)nnc1-c1c[nH]c2ccccc12 | -5.0 | -4.1 | 4.5 | 1.0 | 1.9 | 3.9 | . | 8.0 | 108.0
O=C(c1ccc([N+](=O)[O-])cc1)N1CCN(C(=O)C2CCCCC2)CC1 | -3.1 | 19.5 | -0.5 | -8.5 | -0.3 | -7.4 | -1.4 | 5.0 | 108.0
O=C(COC(=O)CCc1ccc(S(=O)(=O)N2CCOCC2)cc1)NC1CCCC1 | -8.6 | 13.9 | 3.4 | -3.1 | 3.3 | 0.5 | -2.0 | 10.0 | 101.0
COc1cc(OC)cc(C(=O)NNC(=O)c2ccccn2)c1 | 0.1 | 22.6 | 0.8 | 11.6 | 0.9 | 1.1 | -1.2 | 0.0 | 106.0
O=C(NCC1CCCO1)c1onc(CSc2ccccc2F)c1C(=O)O (stereo not drawn) | 3.5 | -4.3 | 0.9 | -7.1 | 0.3 | -0.1 | -4.2 | 8.0 | 112.0
O=C(c1cccs1)N1CCC(c2nc3c(nnn3Cc3ccccc3Cl)c(=O)[nH]2)CC1 | -3.9 | -8.2 | 3.7 | 1.8 | -0.2 | 12.2 | -7.6 | 5.0 | 100.0
COC(=O)CNC(=O)COC(=O)/C=C/c1ccccc1[N+](=O)[O-] | -7.6 | 20.9 | 0.0 | -4.6 | 0.5 | 6.3 | -4.6 | -9.0 | 91.0
CCOCCCNC(=O)/C(C#N)=C/c1cc(OC)c(O)c([N+](=O)[O-])c1 | -3.1 | 0.1 | -0.2 | 10.5 | -1.5 | -1.2 | 6.8 | -3.0 | 92.0
Fc1ccccc1NC(=S)Nn1cnnc1 | -4.5 | 3.8 | 1.0 | 0.7 | -0.3 | 75.2* | -2.9 | 2.0 | 100.0
COc1ccc(NC(=O)NNC(=O)COc2ccc3ccccc3c2)cc1OC | -0.9 | 2.7 | -0.2 | -23.1 | -0.3 | 2.7 | -2.2 | 0.0 | 98.0
CCOC(=O)N1CCN(C(=O)c2ccccc2-c2ccccc2)CC1 | -16.3 | 10.7 | 1.0 | 6.5 | -1.9 | -16.9 | 5.3 | 4.0 | 101.0
CC1CN(S(=O)(=O)c2ccc(CN3C(=O)c4cccnc4C3=O)cc2)c2ccccc2O1 (stereo not drawn) | 5.2 | -8.1 | 0.0 | -6.3 | -0.2 | -1.6 | 2.6 | 13.0 | 104.0
CCOC(=O)C1CCN(S(=O)(=O)c2c(C)n[nH]c2C)CC1 | 3.4 | 30.1 | 0.0 | 8.5 | -0.4 | -24.6 | -0.3 | 3.0 | 107.0
CC1(C)CC(=O)C=C(NC2CCCC(O)C2)C1 (stereo not drawn) | -1.6 | . | 1.5 | . | 0.5 | . | -0.8 | . | .
O=C(/C=C/Nc1ccc(F)c(Cl)c1)c1ccco1 | -9.0 | 30.8* | -0.6 | -15.1 | -0.4 | 1.9 | -0.3 | 1.0 | 99.0
CC1=NNC(=O)C(CC(=O)Nc2ccc(Cl)c(Cl)c2)C1 (stereo not drawn) | 4.4 | 24.6 | 5.9 | -5.8 | 1.8 | -6.1 | 1.4 | 34.0 | 121.0
Cc1nnc(SCC(=O)Nc2cccc(S(=O)(=O)NC3=NCCCCC3)c2)n1Cc1ccccc1 | -7.9 | 6.0 | -0.7 | -12.5 | -1.1 | 9.2 | -5.0 | -3.0 | 103.0
Cn1c2ccc(F)cc2c2nnc(SCCN3CCCCC3)nc21 | . | 13.4 | . | -6.2 | . | 5.4 | -8.6 | 6.0 | 108.0
CN1CCN(C(=S)c2ccc([N+](=O)[O-])cc2)CC1 | -9.5 | 27.2 | 0.6 | 2.6 | -0.5 | 13.5 | -5.5 | 10.0 | 106.0
O=C(Cc1cccs1)Nc1nnc(-c2ccncc2)s1 | -3.7 | 6.9 | 0.6 | 9.1 | -0.9 | -3.4 | -4.3 | 4.0 | 98.0
O=C(c1cc2c(s1)-c1ccccc1OC2)N1CCc2ccccc2C1 | -8.1 | 30.0 | 0.8 | 14.2 | -0.1 | 6.5 | -2.4 | -9.0 | 66.0
COCCCn1c(SC(C)C(=O)NC2CC2)nc2ccccc2c1=O (stereo not drawn) | -0.3 | . | -0.1 | . | -0.4 | . | -3.2 | . | .
CCOC(=O)Cc1csc(NC(=O)CSc2ccc(Br)cc2)n1 | -8.4 | 32.6 | 2.4 | -0.6 | -1.2 | 1.7 | -4.0 | 0.0 | 109.0
Cc1ccc(C2CC2c2n[nH]c(=S)n2-c2ccc(C)cc2)cc1 (stereo not drawn) | -8.9 | -9.9 | -1.1 | -9.8 | -0.6 | 11.8 | -6.9 | 1.0 | 96.0
